Source: PubChem BioAssay
OPRM1-OPRD1 inv – mu-delta opioid heterodimer inverse agonism. cell-based MOR-DOR heterodimer luminescence. P35372+P41143. 340,000 tested, 0.21% active. inhibition, % at 9.3 µM; in the data active means inhibition above about 22%, passing the limit was not always enough;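 further: 0% = cells with DMSO and 100% = wells without cells with DMSO; values of inactives mirror those of a sister screen read the other way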
Target sequence (P35372 whole entry, looked up): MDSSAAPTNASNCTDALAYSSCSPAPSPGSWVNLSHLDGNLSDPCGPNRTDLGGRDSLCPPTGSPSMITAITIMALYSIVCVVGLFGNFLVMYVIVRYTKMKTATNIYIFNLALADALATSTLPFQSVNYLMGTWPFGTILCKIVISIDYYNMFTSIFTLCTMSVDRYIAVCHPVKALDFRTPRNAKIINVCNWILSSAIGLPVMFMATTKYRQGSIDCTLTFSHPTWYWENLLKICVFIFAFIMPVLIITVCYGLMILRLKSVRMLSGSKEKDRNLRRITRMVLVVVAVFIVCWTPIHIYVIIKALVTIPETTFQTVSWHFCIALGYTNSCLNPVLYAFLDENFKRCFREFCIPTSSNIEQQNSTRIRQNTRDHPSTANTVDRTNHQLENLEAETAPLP
Target sequence (P41143 whole entry, looked up): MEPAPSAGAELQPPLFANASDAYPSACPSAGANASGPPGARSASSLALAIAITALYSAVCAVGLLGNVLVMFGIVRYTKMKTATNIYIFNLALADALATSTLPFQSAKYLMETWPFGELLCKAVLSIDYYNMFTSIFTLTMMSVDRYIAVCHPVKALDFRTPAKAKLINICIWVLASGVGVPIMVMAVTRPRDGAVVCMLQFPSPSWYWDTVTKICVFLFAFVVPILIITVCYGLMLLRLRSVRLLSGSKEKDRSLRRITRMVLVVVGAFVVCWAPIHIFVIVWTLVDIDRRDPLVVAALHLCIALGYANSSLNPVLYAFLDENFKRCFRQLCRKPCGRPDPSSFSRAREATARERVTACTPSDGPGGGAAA
C-LANA FP – blocks KSHV LANA C-terminal domain binding to DNA. 340,000 tested, 0.078% active. MBP-C-LANA/FAM-LBS DNA binding, fluorescence polarization. inhibition, % at 9 µM;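 active means highest replicate inhibition at or above 60% at 9 µM, even if other replicates fall short; inactive means all replicates below 60% inhibition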;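 further: 0% = neutral control wells and 100% = 4 µM acridine orange control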
cardiac RTF act – increases calcium sensitivity of human cardiac regulated thin filaments; activation, % at 7.2 µM; 340,000 tested, 0.24% active; P19429+P45379; IANBD-labeled TnC RTF fluorescence at EC20 calcium; 0% EC20 calcium, 100% full calcium;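 active means activation above the mean over all tested compounds plus 3 SD, cut at about 30% in these data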;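 further: rise in fluorescence read as greater calcium sensitivity of cardiac thin filaments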
OPRM1-OPRD1 ag – OPRM1-OPRD1 heterodimerization agonism; 340,000 tested, 0.3% active; activation, % at 9.3 µM; AID 504326; cells, luminescence; in the data active means activation above about 18%;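 further: 0% = vehicle-treated cells and 100% = reference agonist; values of inactives mirror those of a sister screen read the other way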
Keap1 Nrf2 FP – disrupts human Keap1 binding to Nrf2 peptide. Keap1 Kelch-Nrf2 peptide fluorescence polarization, 1536-well. inhibition, % at 9.4 µM. 340,000 tested, 0.15% active. AID 504523; in the data active means inhibition above about 12%;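 further: human Keap1 Kelch domain with fluorescein labeled Nrf2 9mer peptide probe; 0% = neutral control wells and 100% = peptide positive control; higher means more block of Keap1 binding to Nrf2 peptide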
V-ATPase pHluor – regulators of yeast V-ATPase proton transport. S. cerevisiae, pHLuorin cytosolic pH fluorescence. 350,000 tested, 0.37% active. response, % at 10 µM; in the data active means response mostly above about 7.3%, no sharp cut-off; inactive means mostly below about 5.4%; further: actives read high; inactives centre near 0; some compounds called inactive have numbers as strong as hits; reference of the scale not given here
CAL PDZ FP – blocks peptide binding to the human CAL PDZ domain; Q9HD26; purified CAL PDZ, TMR-peptide fluorescence polarization, 1 h; inhibition, % at 24.9 µM; 300,000 tested, 0.92% active; AID 602252;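 active means mean inhibition of at least 30% with at least half of replicates also reaching 30%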;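 further: 0% = DMSO neutral control and 100% = excess unlabeled competitor peptide PRC23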
RTF Ca sens inh – cardiac RTF calcium desensitization | P19429+P45379 | IANBD-labeled cardiac RTF, Ca2+ fluorescence | inhibition, % at 7.15 µM | 340,000 tested, 0.12% active;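 active means inhibition above the mean inhibition of all tested compounds plus 3 SD, cut at about 17% in these data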;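 further: assay run at fixed EC70 calcium of 1.6 mM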
HTR5A inv ctr – HTR5A inverse agonism, opioid heterodimer counter-screen; 340,000 tested, 0.083% active; HTR5A cell line, luminescence; AID 504634; P47898; inhibition, % at 9.3 µM; in the data active means inhibition mostly above about 23%, no sharp cut-off; inactive means mostly below about 18%;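 further: 0% = cells with DMSO and 100% = no-cell wells with DMSO; some compounds called inactive have numbers as strong as hits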
HTR5A ag – counter-screen for OPRM1-OPRD1 agonists: human HTR5A agonism. P47898. 340,000 tested, 0.61% active. HTR5A agonist assay, luminescence, cell-based. AID 504692. activation, % at 9.3 µM; in the data active means activation mostly above about 9.5%, no sharp cut-off; inactive means mostly below about 7.6%;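 further: 0% = cells with vehicle only and 100% = reference agonist; strong numbers were not always called active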
The depositor's hits bear a star; . = no result given.

SMILES	OPRM1-OPRD1 inv	C-LANA FP	cardiac RTF act	OPRM1-OPRD1 ag	Keap1 Nrf2 FP	V-ATPase pHluor	CAL PDZ FP	RTF Ca sens inh	HTR5A inv ctr	HTR5A ag
CN(C)C(=O)N1CCCC(C(=O)NCc2ccccc2)C1 (configuration not stated)	-3	-0.4	8	0.4	-1	2	-6	5	-23	10
C=CCNc1cc(=O)n(Cc2ccccc2)c(=O)[nH]1	7	0.3	-5	-1.3	1	5	-2	-4	-4	1
Cc1nn2cc(-c3ccc(-c4ccccc4)cc3)nc2s1	-6	-3.0	-4	1.1	2	-4	-4	-10	-9	3
O=C(CN(Cc1ccccc1)S(=O)(=O)c1ccc(F)cc1)NCc1ccncc1	3	1.8	-8	-0.4	-5	-2	-6	-2	-5	0
CC1CCN(C(=O)c2ccc(-n3cnnn3)cc2)CC1	9	-2.1	0	-1.9	-5	-1	8	-3	6	2
O=C(NNC(=O)C1CCN(Cc2ccc(Cl)c(Cl)c2)CC1)c1cccs1	4	-0.2	-3	-0.7	-1	1	0	-2	18	0
O=C(OCC(=O)N1CCN(C(=O)c2ccco2)CC1)C1=COCCO1	-6	-1.7	0	1.0	-2	1	-4	3	-3	1
O=C(Nc1cc(=O)[nH]c2ncnn12)c1ccccc1F	16	-0.5	0	-3.0	-2	-3	2	-2	-1	3
Cc1cc(NC(=O)COC(=O)CCNS(=O)(=O)c2c(Cl)cccc2Cl)no1	3	1.7	5	-0.5	-8	-5	2	-1	3	-1
COc1ccccc1NC(=O)CSc1nnc(-c2ccc(NC(C)=O)cc2)n1C	0	-0.4	1	-0.1	-4	1	-6	-1	9	-3
CC(=O)NCC(=O)N(C)C(C(=O)Nc1ccc2c(c1)OCCO2)c1ccccc1 (configuration not stated)	-26	1.6	-9	5.2	-3	2	2	-12	-18	1
CCN1C(=O)[C@@H]2[C@@H](c3ccc(-c4ccc(OC)cc4)c(OC)c3)N3CCCC[C@@]3(C(=O)OC)[C@@H]2C1=O	16	-1.7	9	-2.9	-10	-7	-2	-5	15	-2
Cc1cc(C)c2c(=O)[nH]c(SCC(=O)c3ccc(C(C)C)cc3)nc2n1	3	5.5	6	-0.6	-8	0	2	-17	-17	6
COc1ccc(C2C(C(=O)/C=C/c3ccco3)=C(O)C(=O)N2CCN2CCOCC2)cc1 (configuration not stated)	4	7.9	-8	-0.9	-3	-1	2	-7	-6	-3
O=[N+]([O-])c1ccc(-n2nnnc2-c2ccccc2)c([N+](=O)[O-])c1	-54	0.7	-2	10	2	1	-6	14	-2	0
CNC(=O)c1ccccc1-c1cn(C)c2ccccc2c1=O	10	-0.7	1	-2.1	-4	5	1	-3	-4	1
COc1ccc(CNC(=S)N/N=C/c2ccc(OC)c(OC)c2)cc1	-5	-2.8	9	0.9	-2	-2	-3	-11	-12	4
CCCCCCCNC(=O)c1cc(-c2ccncc2)nc2ccccc12	-14	2.4	-4	3.1	4	1	-5	-5	0	0
CCn1cc(C(=O)N2CCCC2)c(=O)c2cc(S(=O)(=O)N3CC(C)CC(C)C3)ccc21 (configuration not stated)	20	-0.4	-4	-3.9	1	-2	1	0	12	2
Cc1ccc(C)c(NCC(=O)NNC(=S)Nc2ccccc2)c1	0	-0.1	-1	0.1	1	0	0	-11	10	-4
Cc1ccc(S(=O)(=O)n2ccc(-c3cccc(OCc4c(F)cccc4Cl)c3)n2)cc1	-13	-2.7	-5	2.1	2	-5	7	0	-21	6
CCOc1ccccc1NC(=O)NCc1cccnc1	6	0.4	0	-1.2	-6	-3	-5	-3	8	6
COc1ccc(/C=N/n2cncn2)cc1COc1ccc(NC(C)=O)cc1	13	-1.3	-4	-2.1	2	-2	3	-4	-6	3
Cc1ccc(SC[C@H](Cc2ccccc2)N2CCN(C)CCC2=O)cc1	-17	0.8	2	3.1	-10	-4	-2	-10	-12	5
CCOc1ccc(N(CC(=O)Nc2ccccc2F)S(=O)(=O)c2c(C)[nH]c(=O)[nH]c2=O)cc1	13	0.2	0	-2.5	0	0	0	4	14	-3
CCOc1ccc(-c2nnn(CC(=O)N3CCCC(C)C3)n2)cc1 (configuration not stated)	7	-0.1	-4	-1.5	2	0	-1	-4	16	-6
COCC(C)NC(=O)Cn1c(SCc2ccccc2)nc2ccccc21 (configuration not stated)	.	-0.9	-8	.	1	4	-6	-5	.	.
O=C(NCc1cccnc1)C(=O)NCC(c1ccco1)N1CCN(c2ccc(F)cc2)CC1 (configuration not stated)	14	-0.5	0	-2.6	-2	-6	-2	1	6	0
FC(F)(F)c1cccc(Cc2noc(CN3CCCC(CN4CCCC4)C3)n2)c1 (configuration not stated)	24	-0.4	3	-4.4	-3	0	.	-4	0	9
Cc1onc(-c2ccccc2Cl)c1C(=O)Nc1cccc2cccnc12	-15	1.1	-1	2.7	0	1	-3	6	-24	1
COc1ccc(C)cc1NC(=O)CSc1nnc(-c2cc3cccc(OC)c3o2)n1N	9	0.6	1	-2.2	-8	-2	.	-4	3	13*
Cc1ccc(NC(=O)CSc2nnc(CNC(=O)C34CC5CC(CC(C5)C3)C4)n2-c2ccc(F)cc2)cc1	-27	-0.3	-3	5.4	-5	6	0	-12	-8	3
C#CC(=O)CCC1CCCN1C(=O)OC(C)(C)C (configuration not stated)	8	1.4	-4	-1.4	-6	5	0	-1	-3	0
CN(C(=O)c1ccccc1F)C(c1ccccc1)c1ccccc1	-7	0.3	-8	1.2	5	-1	42*	-17	15	-5
Cc1ccc(NS(=O)(=O)c2c(C)[nH]c(C)c2C(=O)N2CCCCC2)cc1F	3	0.9	-7	-0.7	7	7	5	3	5	-2
Cc1onc(-c2c(F)cccc2Cl)c1C(=O)N(C)CCc1ccccn1	18	-0.2	-7	-3.4	2	-6	2	-4	-9	4
O=C(Cn1ccc(C(F)(F)F)n1)Nc1ccc(S(=O)(=O)NCc2ccco2)cc1	2	0.9	0	-0.3	-5	2	-2	-1	-18	-1
CSCCNCc1cn(-c2ccc(F)cc2F)nc1-c1ccccc1C	-44	-0.4	2	9.0	2	4	-1	-12	-10	4
O=C(Nc1cccc2ccccc12)c1ccccc1	7	-1.0	-1	-1.3	2	-2	-5	-5	2	-1
COc1ccc2cc3cc(C(=O)NCCN4CCN(Cc5ccccc5)CC4)oc3nc2c1	-13	0.5	1	2.3	-4	-3	0	-4	-21	-2
Cc1ccc(S(=O)(=O)CCC(=O)OCC(=O)c2cc(C)ccc2C)cc1	14	1.0	-3	-2.1	-3	4	-3	6	-12	3
CCc1cc([N+](=O)[O-])cc(CC)c1N	11	-1.3	1	-2.6	-1	-2	.	-1	1	1
Cc1cc(OCC(=O)OCC(=O)NCCN2C(=O)CSC2=O)ccc1Cl	11	0.2	-5	-2.8	-3	-2	.	6	12	8
O=C(O)CSc1nnnn1-c1ccc2c(c1)OCCO2	11	-0.8	1	-2.1	0	2	0	-1	16	-3
COCCNC(=O)C(c1ccc(C)cc1)N(Cc1cccs1)C(=O)CCC(=O)Nc1ccccn1 (configuration not stated)	5	-1.6	-2	-0.7	-2	2	-9	4	-4	-3
NC(N)=Nc1ccc(N=C(N)N)cc1	20	-1.5	0	-4.4	3	0	0	-9	-3	1
COc1ccc(CNC(=O)C2CCC(=O)N2C(C)C)c(OC)c1 (configuration not stated)	1	-2.8	-4	-0.2	-1	0	-4	-2	4	1
CC(Cc1nnc(SCC(=O)O)n1N)c1ccccc1 (configuration not stated)	14	-0.3	-3	-3.1	-4	3	-3	-2	10	-3
O=C(COc1ccc(Cl)cc1Cl)N1CCNC1=O	13	-0.7	0	-3.2	2	0	.	-4	2	-6
CC(=O)Nc1ccc(NC(=O)COC(=O)CCCc2c[nH]c3ccccc23)cc1	13	0.2	-2	-2.3	-3	-3	1	-5	11	-5
CCOc1ccc(N2CC(C(=O)Nc3c(C)n(C)n(-c4ccccc4)c3=O)CC2=O)cc1 (configuration not stated)	6	0.6	1	-1.4	-1	0	-7	-17	-9	3
COC(=O)CCCC(=O)N1CCCC(N(C)CCc2ccccc2)C1 (configuration not stated)	5	-0.4	-2	-0.9	2	-1	-3	-3	-3	1
CS(=O)(=O)c1nc(S(=O)(=O)c2ccc(Cl)cc2)c(N2CCCCC2)s1	17	1.9	-1	-3.1	7	3	-1	-6	-6	1
CN(C)c1ccc(-c2nnc(-c3ccccc3F)o2)cc1	-5	0.0	2	0.9	1	-2	.	-3	12	-1
CCCCCCCCCCS(=O)(=O)N/N=C/c1ccc([N+](=O)[O-])cc1	-18	-1.1	-1	3.1	3	3	.	-5	-3	-1
O=C(c1ccc(F)cc1)c1cn(Cc2ccc(F)cc2)c2cc3c(cc2c1=O)OCCO3	12	-1.0	-1	-2.0	-3	-1	.	-7	10	-3
CCOC(=O)/C=C/C(=O)Nc1ccc(S(=O)(=O)N2CCCCCC2)cc1	-1	3.6	-7	0.2	1	-1	-9	-1	4	0
CCc1nnc(NC(=O)c2c(O)c3c([nH]c2=O)CCCC3)s1	20	-1.3	1	-3.9	-6	3	-1	-2	-16	0
Cc1nc2sc(C(c3cccs3)N3CCN(c4cccc(Cl)c4)CC3)c(O)n2n1 (configuration not stated)	14	0.4	6	-2.6	-4	1	.	7	-16	1
CCOC(=O)CN(C(=O)c1ccccc1[N+](=O)[O-])C(C)(C)C	-1	2.2	7	0.3	-3	2	-7	-11	6	1

Of the compounds above, 2 have a CF3 group:
SMILES	OPRM1-OPRD1 inv	C-LANA FP	cardiac RTF act	OPRM1-OPRD1 ag	Keap1 Nrf2 FP	V-ATPase pHluor	CAL PDZ FP	RTF Ca sens inh	HTR5A inv ctr	HTR5A ag
FC(F)(F)c1cccc(Cc2noc(CN3CCCC(CN4CCCC4)C3)n2)c1 (configuration not stated)	24	-0.4	3	-4.4	-3	0	.	-4	0	9
O=C(Cn1ccc(C(F)(F)F)n1)Nc1ccc(S(=O)(=O)NCc2ccco2)cc1	2	0.9	0	-0.3	-5	2	-2	-1	-18	-1

New compounds follow
SMILES	OPRM1-OPRD1 inv	C-LANA FP	cardiac RTF act	OPRM1-OPRD1 ag	Keap1 Nrf2 FP	V-ATPase pHluor	CAL PDZ FP	RTF Ca sens inh	HTR5A inv ctr	HTR5A ag
Cc1cccc(NC(=O)c2nc[nH]c2C(=O)N2CCN(c3ccccc3)CC2)c1	-7	4.0	5	1.2	0	2	-3	5	-14	-2
O=C(COc1ccc(F)cc1F)NNC(=O)Nc1cccc([N+](=O)[O-])c1	4	1.1	-1	-0.5	-1	3	2	-4	2	6
COc1ccc(NC(=O)CN(C)S(=O)(=O)c2ccc3c(c2)n(C)c(=O)c(=O)n3C)cc1	5	-1.4	-3	-1.0	1	-1	1	-10	3	0
COc1ccccc1-n1c2c(cc(C(=O)N3CCC(C)CC3)c1=O)C(=O)CC(C)(C)C2	14	-1.8	0	-2.8	0	0	.	-2	4	-1
CCOC(=O)C1=C(C)NC2=C(C(=O)CCC2)C1c1cccs1 (configuration not stated)	20	0.0	-5	-4.3	-4	2	0	3	16	0
O=C(CSc1nc(C(F)(F)F)cc(=O)[nH]1)Nc1ccc2c(c1)OCCO2	15	0.9	-5	-3.0	0	2	-9	6	-11	6

Retrieved one by one from above:
SMILES	OPRM1-OPRD1 inv	C-LANA FP	cardiac RTF act	OPRM1-OPRD1 ag	Keap1 Nrf2 FP	V-ATPase pHluor	CAL PDZ FP	RTF Ca sens inh	HTR5A inv ctr	HTR5A ag
O=C(COc1ccc(F)cc1F)NNC(=O)Nc1cccc([N+](=O)[O-])c1	4	1.1	-1	-0.5	-1	3	2	-4	2	6
COc1ccc(NC(=O)CN(C)S(=O)(=O)c2ccc3c(c2)n(C)c(=O)c(=O)n3C)cc1	5	-1.4	-3	-1.0	1	-1	1	-10	3	0

Compounds as they come. About 2.8% of those tested had a hit in this group.
